Source: PubChem BioAssay (NCI)
yeast cln2 rad14 = NCI yeast anticancer drug screen, S. cerevisiae cln2 rad14 strain. % growth inhibition at 50 µM. actives 8.3% (n = 78,000). AID 165, 2004;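 further: 0% = growth of vehicle-only cultures of the same strain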
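The screen exposed genetically defined yeast (cln2 rad14) to test compounds and scored growth inhibition relative to vehicle-treated controls.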
sgs1 mgt1 = NCI yeast anticancer drug screen, S. cerevisiae sgs1 mgt1 strain. growth inhibition, % at 50 µM. actives 10% (n = 78,000). AID 161, 2004;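 further: 0% = growth of vehicle-only cultures of the same strain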
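This yeast growth screen uses a strain with defined DNA-repair lesions; compound-treated growth is compared with vehicle-treated growth.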
rad50 = NCI yeast anticancer drug screen, S. cerevisiae rad50 strain; actives 10% (n = 79,000); growth inhibition, % at 50 µM;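 further: 0% = growth of vehicle-only cultures of the same strain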
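Genetically altered yeast (DNA repair pathway); compound treatment; growth inhibition vs vehicle ctrl.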
yeast mlh1 rad18 = NCI yeast anticancer drug screen, S. cerevisiae mlh1 rad18 strain. AID 175, 2004. growth inhibition, % at 50 µM. actives 11% (n = 79,000);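 further: 0% = growth of vehicle-only cultures of the same strain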
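Growth inhibition of the yeast strain was measured after compound exposure and expressed relative to vehicle-treated controls. The strain carries defined defects in DNA damage repair.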
yeast bub3 = NCI yeast anticancer drug screen, S. cerevisiae bub3 mutant strain | AID 167, 2004 | growth inhibition, % at 50 µM | actives 9.9% (n = 78,000);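 further: 0% = growth of vehicle-only cultures of the same strain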
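Steps: expose the mutant yeast strain to compound; grow alongside vehicle-treated cultures; measure growth; express inhibition against the vehicle cultures.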
yeast mec2-1 = NCI yeast anticancer drug screen, S. cerevisiae mec2-1 strain; growth inhibition, % at 50 µM; actives 9% (n = 79,000); AID 157, 2004;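 further: 0% = growth of vehicle-only cultures of the same strain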
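Yeast mec2-1 mutant treated with compound. Readout: growth inhibition vs vehicle controls.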
Starred values were filed as active, the others as inactive; & = joins results of further samples; ! = repeats disagree. No stated cut-off is given here; in the data, active means growth inhibition above about 70%; inactive means the rest.

item	mol	yeast cln2 rad14	sgs1 mgt1	rad50	yeast mlh1 rad18	yeast bub3	yeast mec2-1
1	CCOc1ccc(OCC)c2c1C(=O)c1ccccc1C2=O	-1	1	-7	-6	9	15
2	CC1(C)N=C(N)N=C(N)N1c1cccc(/C=C/c2ccc([N+](=O)[O-])cc2)c1	-43	-6	2	10	-3	-7
3	O=C(O)CCCCn1ccc(=O)[nH]c1=O	-5	-24	-26	8	-48	-34
4	CC1=NN(C(=O)Nc2ccc(Cl)cc2)C(=O)C2CCC(=O)N12 (stereo not drawn)	3	1	3	27	0	1
5	OCc1cc2ccccc2c2c3c(ccc12)OCO3	-38	21	40	16	-1	5
6	NNc1ncnc2c(C3OC(CO)C(O)C3O)[nH]nc12 (stereo not drawn)	-70	8	7	9	7	6
7	CC(C)(CC(=O)Nc1ccccc1)C(=O)O	-12	-19	-12	0	-57	-7
8	O=C([O][Sb]([O]C(=O)C(Br)Br)([c]1ccccc1)([c]1ccccc1)[c]1ccccc1)C(Br)Br	-14	21	16	37	0	5
9	CCCC(=O)Nc1ccc(Cl)cc1	7	14	18	-1	-9	18
10	Nc1ccccc1CO	0	2	3	7	-5	2
11	O=C1CC(Cc2n[nH]c3c2CCCC3)CC(=O)N1	7	-5	4	-8	-2	4
12	CC(C)(C)COB(OCC(C)(C)C)OCC(C)(C)C	-29	4	-3	-15	-10	-13
13	COc1ccc2c(c1)CC1c3c(ccc(OC)c3O)CC2N1C (stereo not drawn)	92*	94*	87*	89*	92*	91*
14	O=C(Nc1c(Cl)cccc1Cl)OCc1ccc2c(c1)OCO2	14	50	36	36	43	49
15	ClC(=Nc1ccccc1)c1cc(N2CCOCC2)ccn1	8	13	24	14	19	11
16	CCC(=O)O[C@@H]1C2C(OC(C)=O)C34COC(C)([C@@H]3C3C(C[C@]3(C)OC(C)=O)[C@@H](OC(=O)c3ccccc3)C4=O)[C@H](OC(C)=O)[C@@]2(OC(C)=O)C[C@@H]1C (stereo partly drawn)	0	5	4	4	10	-7
17	Cc1ccc(S(=O)(=O)NC(Cc2ccc(O)cc2)C(=O)O)cc1 (stereo not drawn)	-57	5	2	36	13	-8
18	Oc1ccc(C2(c3ccc(O)cc3)CCCC2)cc1	89*	92*	90*	90*	92*	93*
19	CCN(CC)CCNc1cc(C)nc(/N=C(\N)Nc2ccc(Cl)cc2)n1	-15	18	24	31	12	1
20	O=[N+]([O-])c1ccc(NN=C2CN3CCN(C2)c2ccccc23)c([N+](=O)[O-])c1	41	60	35	35	41	20
21	Nc1ccc2c(O)cc(S(=O)(=O)O)cc2c1	-73&-29	-21&4	27&39	10&4	5&20	0&5
22	C=C(C)C1CC(=O)C2(C)OC2C1 (stereo not drawn)	-2	-4	1	-10	4	3
23	c1ccc(-c2n[nH]c3c2CCCc2ccccc2-3)cc1	-12	7	5	25	3	-10
24	CC(=O)c1cc2ccccc2c2ccccc12	-5	6	57	14	4	-7
25	CC(C)(Cc1ccc(Cl)cc1)NC(N)=O	3	-21	-35	-32	-44	-74

Copied from above, entries 20–25
item	mol	yeast cln2 rad14	sgs1 mgt1	rad50	yeast mlh1 rad18	yeast bub3	yeast mec2-1
20	O=[N+]([O-])c1ccc(NN=C2CN3CCN(C2)c2ccccc23)c([N+](=O)[O-])c1	41	60	35	35	41	20
21	Nc1ccc2c(O)cc(S(=O)(=O)O)cc2c1	-73&-29	-21&4	27&39	10&4	5&20	0&5
22	C=C(C)C1CC(=O)C2(C)OC2C1 (stereo not drawn)	-2	-4	1	-10	4	3
23	c1ccc(-c2n[nH]c3c2CCCc2ccccc2-3)cc1	-12	7	5	25	3	-10
24	CC(=O)c1cc2ccccc2c2ccccc12	-5	6	57	14	4	-7
25	CC(C)(Cc1ccc(Cl)cc1)NC(N)=O	3	-21	-35	-32	-44	-74

(next part)
item	mol	yeast cln2 rad14	sgs1 mgt1	rad50	yeast mlh1 rad18	yeast bub3	yeast mec2-1
26	CNc1cccc(C)c1	-40	19	42	34	45	-4
27	O=C1C=C(CCC2=CC(=O)c3ccccc3C2=O)C(=O)c2ccccc21	-11	-27	5	-29	-26	-24
28	C[C@@H](O)[C@H](NSc1ccccc1[N+](=O)[O-])C(=O)NCCc1nc(-c2nc(C(=O)NCCCBr)cs2)cs1	-22	-2	-1	13	2	2
29	NNc1c(Cl)c(F)c(Cl)c(F)c1Cl	34	48	22	67	55	36
30	C=C1CC2(CCC(C(C)(C)C)CC2)OC1=O (stereo not drawn)	-22	2	-7	7	-8	10
31	CCOC(=O)C1CCCC1OS(=O)(=O)c1ccc(C)cc1 (stereo not drawn)	8	3	-4	20	9	-9
32	C=CCc1c(O)c2nsnc2c2nsnc12	54	69	60	60	32	52
33	Oc1cccc(CNC2CCCCC2)c1	10	-1	4	9	-22	0
34	COC(=O)[C@H](Cc1ccccc1)NC(=O)OCC1OC(n2cc(C)c(=O)[nH]c2=O)CC1N=[N+]=[N-] (stereo partly drawn)	7	8	9	-55	-12	-12
35	CC1(C)N=C(/C(Cl)=[N+](/[O-])C(=O)c2ccc(Cl)cc2)C(C)(C)N1O	-7	-24	-21	-8	-39	-27
36	O=c1c(S(=O)(=O)Oc2ccccc2)coc2cc(F)ccc12	92*	90*	82*	93*	91*	87*
37	COc1ccc(NC(=O)CC(=O)N2N=C(N(c3ccccc3)c3ccccc3)CC2c2ccccc2)cc1 (stereo not drawn)	26	12	5	-30	18	2
38	COc1ccc2nc3cccc([N+](=O)[O-])c3c(NC(C)CN(C)C)c2c1 (stereo not drawn)	64	54	52	43	26	36
39	Cc1ccc(C(=O)/C=C/c2ccco2)cc1	33	46	49	61	35	34
40	CC(=O)C1=C(C)N2C(=NC3=C(CCc4ccccc43)C2c2cccc(Br)c2)S1 (stereo not drawn)	3	-19	12	-20	-8	-27
41	COc1ccc2ccccc2c1NC(C)=O	-22	-1	0	-10	-2	6
42	O=C(NNc1nc(-c2ccccc2)cs1)C(F)(F)F	87*	88*	87*	91*	86*	90*
43	NS(=O)(=O)c1ccc(N=Nc2cc3ccccc3c(C(=O)O)c2O)cc1	-39	-20	39	-11	-23	-1
44	Cc1cc(O)c2cc3c(O)c(O)ccc3cc2c1	11	6	30	-16	-11	2
45	COc1cc2c(cc1O)-c1c(cnn1-c1ccc([N+](=O)[O-])cc1)CCC2	73*	86*	79*	95*	93*	92*
46	O=C1NC(N2CCOCC2)=N/C1=C\c1ccccc1	-4	-10	8	-15	-1	11
47	O=[N+]([O-])c1ccc(/C(=N/Nc2ccccc2)c2ccc(Cl)cc2)cc1	-14	2	13	4	10	2
48	COc1cc2cc3c(-c4ccccc4)noc3nc2cc1OC	1	19	15	14	3	3
49	CCOC(=O)CC[Si](CC)(CC)CC	-28	2	0	-1	-15	-14
50	O=[N+]([O-])c1cccc2cc(Br)cnc12	-11	10	4	27	-9	7
51	CCN(CC)C1=Nc2ccccc2N(c2ccccc2)C(SC)=C1	-6	6	-1	14	2	-7
52	Cc1ccc2c3ccc4c(c3n(C)c2c1)C(=O)C=CC4=O	34	67	58	68	61	52
53	CC[N+](C)(CC)CCCOC(=O)c1ccccc1Oc1ccc(C)cc1	-1	22	75*	15	13	14
54	CCN(CC)CCCC(C)Nc1cc(O)c2c(c1O)C(=O)c1ccccc1C2=O (stereo not drawn)	97*	99*	99*	99*	98*	98*
55	CCOC(=O)CN1CCCC(C(=O)CC2(O)C3(Cl)C4(Cl)C5(Cl)C(Cl)(Cl)C6(Cl)C4(Cl)C2(Cl)C6(Cl)C53Cl)C1 (stereo not drawn)	71*	55	52	50	48	50
56	C=C(C)[C@@H]1CCc2c(O)c(O)c(=O)cc(C)c2C1	91*	93*	92*	92*	92*	93*
57	COC(=O)C(CCl)NC(C)=O (stereo not drawn)	13	-7	1	1	-4	-8
58	Cc1cc(Br)cc(OCC(=O)O)c1	-5	-11	-6	0	3	-18
59	C=C(C(=O)NC1CCCCC1)c1ccccc1	-12	-8	-9	0	8	-22
60	O=c1/c(=C/c2ccccc2F)sc2nc3ccccc3n12	29	12	-3	12	21	-11
61	COc1ccc(N=Nc2ccc3oc(=O)c(C(=O)Nc4ccccc4)cc3c2)cc1	85*	87*	88*	86*	90*	91*
62	CC1=NN(C(=O)Cc2ccccc2)C(=O)/C1=C\c1ccc([N+](=O)[O-])cc1	-26	-52	-38	-56	-55	-42
63	Cc1ccc2c(c1)P(=O)(O)c1cc(C)ccc1O2	3	24	-45	-9	-10	-13
64	CCOC(=O)CCC(C(=O)c1cccnc1)c1ccccn1 (stereo not drawn)	-53	7	-4	-7	-5	-4
65	Cc1cccc(-n2c(C)nc3[nH]cc(C)c3c2=N)c1	-22	2	0	11	1	1
66	CC(C)=NNc1ccc([N+](=O)[O-])cc1[N+](=O)[O-]	25	8	35	44	-6	13
67	COc1ccc(C2OCCC(C)O2)cc1OC (stereo not drawn)	-49	-20	-15	-15	-33	-13
68	Cc1cc(Br)cc2c1NC(=O)C(C)C2C (stereo not drawn)	-9	-25	-3	1	-3	13
69	Clc1ccc(NCNC2Nc3ccccc3N2)cc1Cl	-10	8	26	30	10	9
70	COc1nc(Cl)cc2nc(Cl)cn12	10	-4	3	3	-12	9
71	O=[N+]([O-])c1ccc(S)c(Cl)c1	53	90*	96*	94*	87*	88*
72	CCCCNc1ccc([N+](=O)[O-])cc1[N+](=O)[O-]	7	18	16	-1	42	-15
73	CNc1nc2c(c(=O)n(C)c(=O)n2C)n1C	-27	-21	-11	-4	-3	-18
74	CCOC(=O)C(NNc1ccccc1)C(c1ccccc1)[P+](c1ccccc1)(c1ccccc1)c1ccccc1 (stereo not drawn)	100*	100*	100*	100*	99*	100*
75	Cn1c2ccccc2c2nnc(SCCN3CCOCC3)nc21	20	20	17	3	12	11

(more compounds)
item	mol	yeast cln2 rad14	sgs1 mgt1	rad50	yeast mlh1 rad18	yeast bub3	yeast mec2-1
76	O=CC(O)C(O)C(OC1OC(CO)C(O)C(O)C1O)C(O)CO (stereo not drawn) (tested in a mixture with another compound)	78*	94*!	90*!	95*!	81*	96*!
77	O=S(=O)(N/N=C(/CC/C(=N\NS(=O)(=O)c1ccccc1)c1ccccc1)c1ccccc1)c1ccccc1	8	12	28	8	-2	5
78	O=C(c1ccc(-c2ccccc2)cc1)c1no[n+]([O-])c1C(=O)c1ccc(-c2ccccc2)cc1	19	61	63	30	12	13
79	O=[N+]([O-])c1ccc(N/N=C/CCCCl)c([N+](=O)[O-])c1	12	13	7	9	11	-17
80	O=C(c1ccccc1)C(OP(=O)(O)O)c1ccccc1 (stereo not drawn)	8	10	-9	-3	-5	-3
81	COc1ccc(-c2cc(-c3ccccc3)nc(/N=C\c3ccccc3)n2)c(O)c1	-18	-16	-11	-51	-35	-20
82	NC(=O)c1ccccc1CC1(O)CCCCC1	-13	-7	-9	17	-21	-6
83	CCNc1ccc(N=Nc2ccc(-c3ccc(N=Nc4ccc(NCC)c5ccccc45)c(OC)c3)cc2OC)c2ccccc12	23	6	-1	36	27	18
84	CC(Nc1ccc(Br)cc1[N+](=O)[O-])C(=O)O (stereo not drawn)	19	58	22	7	31	12
85	N#CC1C(c2ccc(Cl)cc2)C(C(N)=O)C(=O)NC1(O)c1ccccc1 (stereo not drawn)	9	8	-1	16	4	-5
86	Cc1[nH]n(-c2ccc(S(=O)(=O)O)cc2)c(=O)c1N=Nc1ccccc1	9&1	2&-10	-2&0	15&-1	4&11	-22&7
87	COc1ccc(-n2c3c(c4c(N)ncnc42)CCCC3)cc1	-33	-13	-21	-16	-69	-7
88	O=c1oc(-c2ccc(Cl)c([N+](=O)[O-])c2)ns1	54	98*	97*	92*	97*	95*
89	C[N+]12C=CC=C1C(N1CCCC1)c1scc(-c3ccccc3)c12 (stereo not drawn)	5	12	-10	22	3	14
90	C=C(C)C(=O)OCCN(CC)CC	24	18	34	24	11	-4
91	CCOC(=O)C(C)CC(=O)C(C)CC(=O)C(C)C (stereo not drawn)	-14	-13	-10	-5	-10	6
92	COc1cc2cc(OC)c3cc4c(cc3c2c(OC)c1OC)OCO4	7	19	12	6	7	11
93	COC(=O)CCCCCCC/C=N/Nc1ccc([N+](=O)[O-])cc1[N+](=O)[O-]	9	5	7	17	7	22
94	CC(Oc1ccc2c(=O)cc(-c3ccccc3)oc2c1)C(=O)O (stereo not drawn)	-5	-11	-22	12	-9	-8
95	Nc1nc(-c2ccc3c(c2)Sc2ccccc2O3)cs1	78*	91*	68	94*	87*	65
96	N=C1C(=O)C23CC=CCC12CC=CC3 (stereo not drawn)	-33	7	5	-2	11	6
97	CCOC(=O)C1=C(NC(C)(C)C)OC/C1=N\NC(=O)Cc1ccccc1	17	21	43	28	26	-4

An unsorted share of the library. About 14% of those tested had a hit in this group.
